Rin1 Abl inh = inhibitors of human Rin1-Abl protein interaction; TR-FRET Rin1/Abl binding, biochemical; inhibition, % at 7.35 µM; actives 0.4% (n = 360,000); AID 588664; in the data active = inhibition above about 5%, passing the limit was not always enough
FAS TE block = blocks the thioesterase domain of human fatty acid synthase | P49327 | inhibition, % at 15 µM | actives 0.67% (n = 360,000) | recombinant FAS-TE, OMFH fluorogenic substrate, fluorescence endpoint | AID 602261;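 active = compounds whose normalised, plate-corrected inhibition of enzyme fluorescence in the single-dose primary screen is 50% or more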;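 note: 0% = DMSO with enzyme and 100% = substrate without enzyme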
SKN-1 inh = blocks SKN-1 activity in C. elegans; C. elegans VP596 Pgst-4::GFP/RFP ratio, acrylamide-induced, 24 h; inhibition, % at 21.8 µM; actives 0.49% (n = 360,000); AID 624304;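 active = interference check ratio from 0.5 to 1.5 plus GFP to RFP signal ratio inhibition reaching or exceeding a fixed threshold, cut at about 30% in these data, passing the limit was not always enough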; note: some compounds called inactive have numbers as strong as hits
E coli Lon inh = E. coli protease La inhibition. P0A9M0. purified E. coli Lon protease, fluorescence polarization. inhibition, % at 7.94 µM. actives 0.42% (n = 360,000). AID 602123; in the data active = inhibition above about 13%, passing the limit was not always enough;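 note: 0% = enzyme with probe and DMSO and 100% = no enzyme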
Target sequence (P0A9M0 whole entry, looked up): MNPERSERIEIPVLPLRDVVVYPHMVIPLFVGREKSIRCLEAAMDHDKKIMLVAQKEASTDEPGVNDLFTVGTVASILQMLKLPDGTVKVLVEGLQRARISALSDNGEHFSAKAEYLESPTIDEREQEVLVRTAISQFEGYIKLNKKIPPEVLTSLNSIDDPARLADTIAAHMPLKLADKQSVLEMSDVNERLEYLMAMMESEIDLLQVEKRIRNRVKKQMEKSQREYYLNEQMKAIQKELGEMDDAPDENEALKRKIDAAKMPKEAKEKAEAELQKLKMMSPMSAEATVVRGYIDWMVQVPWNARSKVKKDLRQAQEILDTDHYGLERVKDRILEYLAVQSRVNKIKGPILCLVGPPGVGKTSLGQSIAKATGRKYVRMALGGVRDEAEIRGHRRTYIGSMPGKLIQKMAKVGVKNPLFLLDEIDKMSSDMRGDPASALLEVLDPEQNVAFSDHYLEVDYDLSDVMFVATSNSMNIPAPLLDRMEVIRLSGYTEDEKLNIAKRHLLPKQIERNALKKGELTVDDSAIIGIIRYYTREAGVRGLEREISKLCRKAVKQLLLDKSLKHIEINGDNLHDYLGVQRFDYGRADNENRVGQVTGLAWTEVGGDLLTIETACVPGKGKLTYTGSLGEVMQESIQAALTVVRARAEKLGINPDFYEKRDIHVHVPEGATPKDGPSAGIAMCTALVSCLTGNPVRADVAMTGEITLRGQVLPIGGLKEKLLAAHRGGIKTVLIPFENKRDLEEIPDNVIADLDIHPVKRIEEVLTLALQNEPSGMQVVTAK
Neddylation inh = inhibitors of human cullin neddylation. P61081+Q13564. TR-FRET cullin neddylation, biochemical. calls only at 25 µM. actives 0.58% (n = 360,000); in the data active = inhibition above about 36%
CendR NRP1 mod = modulators of CendR peptide binding to human neuropilin-1; AID 602438; actives 0.85% (n = 360,000); inhibition, % at 25 µM; FAM-RPARPAR peptide binding to NRP-1, fluorescence polarization; O14786;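 active = inhibition or corrected inhibition above about 18%, plus a signal ratio from 0.5 to 1.5, limit read from the data, passing the limit was not always enough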; note: strong numbers were not always called active
bovine MsrA act = bovine methionine sulfoxide reductase A activation; purified bovine MsrA, absorbance read-out; activation, % at 10.6 µM; actives 0.3% (n = 360,000); AID 602163; in the data active = activation above about 7.5%;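 note: 0% = vehicle and 100% = reference activator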
MT1-MMP act inh = MT1-MMP (human) activation inhibition; P50281; HT1080 RFP-PRO-GFP cells, GFP/RFP ratio fluorescence, overnight; percent of plate control window, DMSO zero; GFP/RFP ratio change, % at 20 µM; actives 0.061% (n = 360,000); AID 651647;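 active = GFP/RFP ratio change of at least 30% with cell ATP level not reduced by more than half and red fluorescence within 50% of control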; note: strong numbers were not always called active
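Assay system: RFP-PRO-GFP reporter HT1080 cells; read-out basis: GFP/RFP fluorescence ratio; benchmarks: DMSO wells and RFP-L50D-GFP cells; doses: 20 µM single dose, 1% DMSO; schedule: overnight cell settling, then overnight compound exposure, 37 °C, 5% CO2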
PABP1 MLLE inh = inhibitors of microRNA-mediated deadenylation, human PABP1 MLLE binding. inhibition, % at 20 µM. actives 0.36% (n = 360,000). GST-MLLE / FITC-PAM2 fluorescence polarization; in the data active = inhibition above about 35%, passing the limit was not always enough;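 note: plate controls were DMSO wells with GST-MLLE for no effect and wells lacking GST-MLLE protein for full effect; some results filed as inactive read as strong as hits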
* hit, by the source's call; i = inactive; / = no result given.

SMILES	Rin1 Abl inh	FAS TE block	SKN-1 inh	E coli Lon inh	Neddylation inh	CendR NRP1 mod	bovine MsrA act	MT1-MMP act inh	PABP1 MLLE inh
Cn1ccnc1SCCNC(=O)C1CCC(=O)N(Cc2ccc(Cl)cc2)C1 (centres undefined)	-1	-5	1	-5	i	10	-7	-3	0
Cc1cccc(-n2c(=O)[nH]c3c(C(N)=O)nc(C(C)C)nc32)c1	-6	-6	2	13	i	-11	-2	-3	2
CCCCC1=CC2=CC(=O)C(C)(OC(=O)CC)C(=O)C2=CN1CCc1c[nH]c2ccccc12 (centres undefined)	2	-1	9	-6	i	-24	-6	4	-18
COc1ccc(-c2csc3ncnc(N4CCN(S(=O)(=O)c5ccc(C)cc5)CC4)c23)cc1	-3	41	15	-13	i	-11	-1	-11	2
Cc1cc(C)c2nc3sc(=Cc4ccc(-c5ccccc5C(=O)O)o4)c(=O)n3c2c1	-2	-48	6	-19	i	-71	-4	-64	-106
CC(C)(C=O)Cc1cc(C(C)(C)C)c(O)c(C(C)(C)C)c1	0	21	-20	-9	i	-2	-3	0	9
Cc1cc(-c2ccccc2C(=O)O)on1	-2	-3	-5	3	i	18	2	3	0
CCc1ccccc1N(CC(=O)N1CCCCCC1)S(C)(=O)=O	0	-2	5	-1	i	7	-1	0	-5
COc1ccc(CCNC(=O)CN2CCC(C)CC2)cc1OC	2	-8	-13	2	i	0	-12	-5	-5
Cc1cc(C(=O)Nc2ccc(S(=O)(=O)N3CCCC3)cc2)cs1	1	4	7	7	i	4	-2	1	11
Cc1ccnc(SCC(=O)N2CCc3ccccc32)n1	1	-1	6	1	i	-2	-1	2	-9
O=C1NN(c2ccccc2)C(=O)/C1=C\c1ccc(-c2cc([N+](=O)[O-])ccc2O)o1	0	0	4	-4	i	12	-5	17	-16
Cc1ccc(C)c(CN2C(=O)C3(OCCCO3)c3ccccc32)c1	-2	20	20	6	i	13	-1	5	-11
Cc1ccccc1CN(C)C[C@@H]1OCc2cnnn2CCCC(=O)N([C@@H](C)CO)C[C@H]1C	0	-8	2	1	i	4	-2	3	1
O=C(COC(=O)c1cccc(Cl)c1)NCCN1C(=O)CSC1=O	0	-5	9	-2	i	14	3	0	-8
CCN(CC)c1ccc(/C=N/NC(=O)c2ccc(Br)o2)cc1	-1	8	-5	-1	/	-12	-6	0	-10
O=C(O)c1ccc2c(=O)n3c(nc2c1)/C(=C/c1cccc(Cl)c1Cl)CCCC3	-1	0	0	-9	i	-13	2	8	4
Nc1ccn([C@@H]2O[C@H](C(=O)N[C@H](CO)Cc3ccccc3)[C@@H](O)[C@H]2O)c(=O)n1	0	-5	8	-7	i	4	-10	-1	-8
S=c1nc[nH]c2c1cnn2-c1ccccc1	-48	-1	-1	-10	i	-4	4	2	23
CCc1nc(SCC(=O)Nc2cc(C)on2)c2c(C)c(C)sc2n1	4	-2	1	-1	i	-1	0	1	6
Cc1ccccc1CC1(CO)CCCN(C(=O)c2ccc3ncccc3c2)C1 (centres undefined)	2	-3	-2	-7	i	8	2	-5	15
O=C(COc1ccc(S(=O)(=O)N2CCOCC2)cc1Cl)NCc1ccccn1	-1	-2	5	-2	i	-3	-2	1	12
O=C(Cn1c(NCCO)nc2ccccc21)NCC1CCCO1 (centres undefined)	1	-5	-6	1	i	13	0	0	4
CC(=O)OCCNC(=O)Cn1cnc2c1c(=O)n(C)c(=O)n2C	4	-2	1	2	i	-26	-2	2	1

Two consecutive compounds out of the list so far:
SMILES	Rin1 Abl inh	FAS TE block	SKN-1 inh	E coli Lon inh	Neddylation inh	CendR NRP1 mod	bovine MsrA act	MT1-MMP act inh	PABP1 MLLE inh
O=C(Cn1c(NCCO)nc2ccccc21)NCC1CCCO1 (centres undefined)	1	-5	-6	1	i	13	0	0	4
CC(=O)OCCNC(=O)Cn1cnc2c1c(=O)n(C)c(=O)n2C	4	-2	1	2	i	-26	-2	2	1

Retrieved one by one from the entries so far, two records:
SMILES	Rin1 Abl inh	FAS TE block	SKN-1 inh	E coli Lon inh	Neddylation inh	CendR NRP1 mod	bovine MsrA act	MT1-MMP act inh	PABP1 MLLE inh
Cc1ccccc1CN(C)C[C@@H]1OCc2cnnn2CCCC(=O)N([C@@H](C)CO)C[C@H]1C	0	-8	2	1	i	4	-2	3	1
Cc1ccc(C)c(CN2C(=O)C3(OCCCO3)c3ccccc32)c1	-2	20	20	6	i	13	-1	5	-11

(further entries)
SMILES	Rin1 Abl inh	FAS TE block	SKN-1 inh	E coli Lon inh	Neddylation inh	CendR NRP1 mod	bovine MsrA act	MT1-MMP act inh	PABP1 MLLE inh
O=C(O)CCc1nc2cc3ccccc3cc2[nH]1	2	-5	3	-1	i	7	-2	2	-24
COc1cnc(-c2ccccc2)nc1Oc1cccc(C)c1	4	17	21	-7	i	15	-11	0	-8
COc1ccc(NS(=O)(=O)c2ccc(NS(=O)(=O)c3cccs3)cc2)cc1	2	-2	4	0	i	-1	-1	2	7
CCOc1cc(S(=O)(=O)N2CCN(CC)CC2)ccc1Cl	-3	1	-10	2	i	-5	-1	3	-3
O=C(Nc1nnc(C2CCCCC2)s1)c1cccs1	-4	-11	5	-14	i	5	-12	3	6
CCCOC(=O)CSc1nnc(-c2cc(OC)c(OC)c(OC)c2)o1	3	-1	-2	3	i	7	1	7	-8
NS(=O)(=O)c1ccc(CNS(=O)(=O)c2ccc(Cl)nc2)cc1	-1	-11	-1	10	i	-7	1	-1	18
O=C(NCCc1c[nH]c2ccccc12)C(=O)NCC1OCCCN1S(=O)(=O)c1ccccc1 (centres undefined)	2	5	-8	-5	i	-9	-1	2	-1
CCCC(=O)Nc1ccc(C(=O)NCC2CCCO2)cc1 (centres undefined)	1	-7	5	5	i	-6	-1	0	-6
CCOC(=O)N1CCN(C(=O)c2cc(COc3ccc(Cl)cc3OC)on2)CC1	1	0	-13	-1	i	-4	-1	1	6
COc1ccc(CCNC(=O)C2CCN(C(=O)c3cccc(Cl)c3)CC2)cc1OC	3	0	-10	-4	i	6	-4	0	-10
CC(=O)NCCn1c(SCC(=O)NCCC(C)C)nc2ccccc2c1=O	-3	-7	4	7	i	-1	-2	2	-6
COc1cccc(NC(=S)NCCc2ccccn2)c1	0	-7	3	1	i	-3	-5	5	8
CCC1(C)CC2(CCCN(CCC(=O)c3ccccc3)C2)CCO1 (centres undefined)	-2	-3	-4	-3	i	-1	-6	0	33
CCN(c1ccccc1)S(=O)(=O)c1ccc(N2CCN(c3ccc(O)cc3)CC2)nc1	-1	12	-4	3	i	-144	-1	0	13
Cc1ccc(CN2CCN(/N=C/c3cc(Br)cc(Br)c3O)CC2)c(C)c1	-2	35	15	-5	i	-4	-1	4	18
CCOC(=O)/C(C#N)=C\C1=C(N2CCCC2)CC(C)(CC)OC1 (centres undefined)	-3	-3	2	-5	i	6	0	-1	4
COc1ccccc1S(=O)(=O)N(C)C[C@@H]1Oc2cc(C#CCC(C)C)ccc2S(=O)(=O)N([C@H](C)CO)C[C@@H]1C	0	27	13	2	i	1	-3	-17	12
S=c1nc2ccccc2c2nc(-c3cccnc3)[nH]n12	0	-1	-6	1	i	-14	1	2	-48
COc1ccc(C(=O)NNC(=O)C(=O)NC(C)c2ccccc2)cc1OC (centres undefined)	3	-4	-1	0	i	5	-3	1	-8
Cc1cccn2c(=O)c3cc(C#N)c(=NC(=O)c4ccncc4)n(CCCOC(C)C)c3nc12	4	-13	-17	-3	i	3	-7	0	7
O=C1COc2ccc(-c3n[nH]c(=O)c4ccccc34)cc2N1	5	-4	5	-2	i	12	-8	-8	-3
COC(=O)c1sccc1NC(=S)N1CCN(C)CC1	-2	-5	4	2	i	5	-5	-2	-10
COc1ccccc1NC(=O)Cn1c2ccccc2c2nc3n(c(=O)c21)CCS3	1	13	-2	-6	i	3	-11	0	10
CC(=O)N(C)C1(c2nnnn2CCOC(=O)Nc2cccc3ccccc23)CCCC1	-4	-10	-4	6	i	-3	3	7	-1
COc1ccsc1C(=O)Nc1ccc(F)cc1F	2	-2	18	-12	i	1	-1	-4	-16
Cc1cccc(NC(=O)CCc2c(C)nn(-c3ccc(N4CCCCC4)nn3)c2C)c1	0	4	7	-5	i	6	-1	4	-3
COc1ccc(CCC(=O)OCC(=O)Nc2c(C)nn(-c3ccccc3)c2C)cc1	-2	0	-5	-3	i	3	-2	4	3
COc1ccc(CN2C(=O)C(CC(=O)NCc3cccc4ccccc34)CC(C(=O)N(C(C)C)C(C)C)=C2C)cc1 (centres undefined)	6	6	14	1	i	-17	0	-1	5
Cc1ccc2c(=O)n3c(nc2c1)C(Cc1ccc(O)cc1)NC(=O)c1cccnc1-3 (centres undefined)	-3	-8	4	-10	i	7	2	-2	17
CC(=O)Nc1ccc(S(=O)(=O)NC(C)C(=O)NC(C)c2ccccc2)cc1 (centres undefined)	3	-7	-13	-2	i	-13	-5	3	49*
Cc1ccccc1OCCOC(=O)c1cc(S(=O)(=O)N2CCOCC2)ccc1C	5	20	3	-25	i	-5	-3	-3	3
CCNS(=O)(=O)c1ccc(NC(=O)Nc2cccc(OC)c2)cc1	-2	0	11	5	i	2	-5	6	2
CCc1nnc(NC(=O)CN2CCN(Cc3cccc(F)c3)CC2)s1	2	-1	-19	3	i	-3	-10	2	-5
O=C(O)c1csc(-c2ccc(Cl)cc2)n1	1	-3	11	16*	i	-5	-2	1	-4
COc1ccc(NC(=O)CSc2nccn2-c2cccc(OC)c2)cc1	-1	0	-11	-8	i	-2	-5	5	-7
O=c1oc2c(O)cccc2cc1-c1nc2ccccc2[nH]1	-3	-146	-2	-40	/	-8	-4	-86	65
O=C(Oc1cc(=O)oc2c1c(=O)n1c3c(cccc23)CC1)c1ccc(F)cc1	-1	-3	-3	-2	i	-4	-3	3	-4
O=C(CSc1nnc(-c2ccc(Cl)cc2Cl)n1C1CCCCC1)NC1CCS(=O)(=O)C1 (centres undefined)	1	-4	18	-2	i	2	-3	-3	-19
CC1C(C#N)=C(N)OC2=C1C(=O)CC(C)(C)C2 (centres undefined)	1	-8	-12	-7	i	1	1	-2	9
CNC(=S)N(CCO)Cc1cc2cc3c(cc2[nH]c1=O)OCO3	1	-3	-13	3	i	5	-13	6	13
CCC(=O)c1ccc(OCC(=O)O)c(OC)c1	-1	-3	-2	10	i	5	-1	1	10
CC[C@@H]1CCCCc2ccccc2[C@H](C(=O)C[C@H](O)CC(C)=O)OC1=O	-2	-4	-2	-5	i	0	-3	-1	11
Cc1onc(-c2ccccc2)c1C(=O)NCCc1c[nH]c2ccccc12	-2	3	-7	-3	i	-6	-4	0	-7
CN(Cc1cnc2nc(N)nc(N)c2n1)c1ccc(C(=O)NC(CCC(=O)O)C(=O)O)c2ccccc12 (centres undefined)	4	-6	12	1	i	-24	-10	-12	26
CC(C)C(=O)Nc1nnc(-c2ccccc2)o1	-2	-7	-7	-7	i	13	-1	3	-4
CC/C(=N\NC(=S)Nc1cc(C)ccc1C)c1ccc(OC(F)F)cc1	-1	26	-2	7	i	-14	-4	5	15
NC(=O)c1ccsc1NC(=O)CCS(=O)(=O)c1ccc(F)cc1	3	-5	-6	-2	i	10	-4	-4	-9
Cc1ccccc1C(=O)OCCN1CCOCC1	3	-7	5	-2	i	-17	-2	0	-8
CN1CCN(S(=O)(=O)c2ccc(-c3ccccc3)cc2)CC1	2	8	0	-1	i	-5	-1	5	4
COc1cc(C2Nc3ccccc3C(=O)N2c2ccc3c(c2)OCCO3)ccc1OCC(C)C (centres undefined)	1	19	9	9	i	12	4	4	-9
Cc1cc(C)c(S(C)(=O)=O)c(NN)n1	0	-6	2	-4	i	-11	-4	0	3
COc1cc(/C=C/C(=O)OCC(=O)c2c(N)n(C)c(=O)n(C)c2=O)ccc1OCC#N	-4	2	6	-1	i	-7	-3	-7	0
COc1ccc(C2C(C#N)=C(N)Oc3cc(O)ccc32)cc1OC (centres undefined)	0	-9	8	-1	i	-12	-1	-11	-6
